HTR2A ag – mouse Htr2a agonists via beta-arrestin recruitment, primary screen, cell-based, luminescence; activation, % at 7.6 µM; CHO-K1 mHTR2A beta-arrestin complementation; percent of 30 µM serotonin response; 5-hydroxytryptamine receptor 2A (Mus musculus), P35363; actives 0.66% (n = 360,000);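 active = activation above a run cutoff, the mean activation of all tested compounds plus 3 SD, cut at about 14% in these data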;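 note: 0% = plate median of compound wells and 100% = 30 µM serotonin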
Target sequence (P35363 whole entry, looked up): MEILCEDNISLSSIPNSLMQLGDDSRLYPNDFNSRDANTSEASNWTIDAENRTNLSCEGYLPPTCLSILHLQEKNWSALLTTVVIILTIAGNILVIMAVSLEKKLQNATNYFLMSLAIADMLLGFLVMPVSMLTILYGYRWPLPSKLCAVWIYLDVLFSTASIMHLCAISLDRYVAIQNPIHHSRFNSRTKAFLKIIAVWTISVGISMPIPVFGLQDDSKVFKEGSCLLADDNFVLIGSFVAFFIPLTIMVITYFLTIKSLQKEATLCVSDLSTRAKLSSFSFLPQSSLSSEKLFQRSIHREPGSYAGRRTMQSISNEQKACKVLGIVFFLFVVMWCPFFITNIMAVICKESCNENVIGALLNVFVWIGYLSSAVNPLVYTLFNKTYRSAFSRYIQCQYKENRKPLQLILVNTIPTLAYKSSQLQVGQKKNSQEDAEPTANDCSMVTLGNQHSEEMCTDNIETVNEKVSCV
NR2E3 ag-1 – NR2E3 agonists in two-hybrid cells, primary screen, cell-based, luminescence, CHO-S, Gal4-NCOR/VP16-NR2E3; luciferase; inhibition of corepressor binding, % at 3.98 µM; actives 0.35% (n = 360,000); AID 602229, 2012;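 active = inhibition above the mean of all tested compounds plus 3 SD, cut at about 70% in these data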;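 note: 0% = DMSO with NR2E3 transfected cells and 100% = cells lacking NR2E3 construct; higher means lower luciferase signal from less NR2E3 corepressor binding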
Target sequence (Q9Y5X4 whole entry, looked up, the tested form may be a part): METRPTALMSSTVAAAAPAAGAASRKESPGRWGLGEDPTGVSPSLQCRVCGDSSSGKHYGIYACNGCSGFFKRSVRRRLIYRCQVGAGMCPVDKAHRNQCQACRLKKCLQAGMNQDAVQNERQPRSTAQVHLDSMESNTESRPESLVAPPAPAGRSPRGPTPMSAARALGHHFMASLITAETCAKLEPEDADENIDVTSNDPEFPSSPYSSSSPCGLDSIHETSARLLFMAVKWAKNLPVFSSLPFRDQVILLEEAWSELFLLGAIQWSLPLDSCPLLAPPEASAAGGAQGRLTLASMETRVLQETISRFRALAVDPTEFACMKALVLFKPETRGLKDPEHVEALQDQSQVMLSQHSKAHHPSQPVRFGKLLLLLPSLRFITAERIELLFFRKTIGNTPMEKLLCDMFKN
PDI turbidity – inhibitors of human PDI, primary screen, biochemical, turbidity, single point, plate reader; Protein disulfide-isomerase (Homo sapiens), P07237; PDI insulin aggregation turbidity, A650, 90 min; inhibition, % at 10 µM; actives 0.052% (n = 350,000); AID 588391, 2011;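 active = mean inhibition across replicates of 30% or more, whatever share of single replicates reach that level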;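 note: absorbance from insulin aggregation driven by PDI reduction with DTT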
NR2E3 ag-2 – inhibitors of NR2E3-RetCOR corepressor binding, primary screen, NR2E3 agonist project, biochemical, TR-FRET, GST-NR2E3, biotin-RetCOR | inhibition of corepressor binding, % at 4.78 µM | AID 2300, 2010 | 1536-well | Photoreceptor-specific nuclear receptor (Homo sapiens), Q9Y5X4 | actives 0.12% (n = 320,000);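 active = percent inhibition above the cutoff of mean plus 3 SD of all tested compounds, set per screening campaign, cut at about 20% in these data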;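 note: 0% = DMSO wells and 100% = biotin wells as full block of FRET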
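Material: NR2E3–RetCOR corepressor complex / Incubation: Compound–protein incubation for 5 h at 4 °C / Dosing: compound at 4.8 µM, single dose / Detection: time-resolved FRET / Benchmarks: high control biotin, low control 0.6% DMSO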
Shn3 3UTR inh – reduction of Shn3 3'UTR firefly luciferase signal, primary screen, Schnurri-3 inhibitor project, cell-based, Clone20 osteoblasts, set 2; actives 0.52% (n = 360,000); Clone20 osteoblast Shn3 3'UTR firefly luciferase, 24 h; AID 588674, 2011; inhibition, % at 12.5 µM;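 active = mean inhibition of at least 75% with every replicate also reaching 75%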;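 note: 0% = median of neutral control wells and 100% = pilot-screen positive control compound; some compounds past the cut are filed as inactive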
MITF TRPM1 inh – inhibitors of MITF-dependent TRPM1 promoter reporter, primary screen, cell-based, SK-MEL-5, single point, luciferase. actives 0.83% (n = 330,000). inhibition, % at 12.5 µM. SK-MEL-5 TRPM1 promoter luciferase, 24 h;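 active = mean inhibition across replicates of 60% or more, whatever share of single replicates reaches that level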; note: values of inactives mirror those of a sister screen read the other way
CaV13 FRET inh – Disruptors of the CACNA1D IQ motif to Ca2+-dependent inactivation inhibitor domain association, primary screening, Förster resonance energy transfer in intact living …. HEK cells, CFP/YFP FRET ICDI-IQ, plate reader, 10 min; percent FRET-ratio fall versus neutral wells. inhibition, % at 12.3 µM. actives 0.098% (n = 340,000). AID 743397;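 active = mean replicate inhibition of at least 30% and at least 1% of replicates passing that level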;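 note: 0% = median of the neutral control wells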
HIF-2a inh – HIF-2a reporter inhibitors, primary screen, luminescence, 786-0 RCC cells; actives 0.72% (n = 360,000); 786-0 RCC cells HIF-2a reporter, luciferase luminescence, overnight; AID 624352, 2012; inhibition, % at 18.8 µM;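 active = inhibition of the luminescence signal of 40% or more relative to plate controls, in a single-dose primary screen at 18.75 µM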
Cardio protect – cardioprotection against H2O2-induced cell death, primary screen, uHTS, H9c2 cells, ATPLite luminescence | H9c2 cardiomyocytes, H2O2 injury protection, 2 h | protection from H2O2 cell death, % at 20 µM | actives 0.63% (n = 360,000);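 active = compounds giving at least 50% protection of heart cells from peroxide-induced death in the single-dose screen, raw or plate-pattern-corrected value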;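 note: 0% = DMSO wells with peroxide and 100% = DMSO wells without peroxide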
hiPSC survival – enhancers of single-cell hiPSC survival, primary screen, ATPlite luminescence; actives 0.044% (n = 360,000); survival enhancement, % at 20 µM; AID 602274, 2012; 100% = ROCK inhibitor wells, 0% = DMSO; in the data active = survival enhancement above about 18%;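 note: cells exposed to compounds for 16 hours before the ATP read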
Peg3 prom inh – Peg3 promoter-driven luciferase inhibitors, primary screen, cell-based, HeLa, luciferase luminescence | HeLa PEG-Prom luciferase reporter, overnight | inhibition, % at 20 µM | actives 1.7% (n = 360,000) | AID 588405, 2011;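 active = inhibition of at least 50% at 20 µM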
* = called active by the depositor; / = no result given. This is a random part of the collection. Share with any hit: about 3.9%.

SMILES | HTR2A ag | NR2E3 ag-1 | PDI turbidity | NR2E3 ag-2 | Shn3 3UTR inh | MITF TRPM1 inh | CaV13 FRET inh | HIF-2a inh | Cardio protect | hiPSC survival | Peg3 prom inh
COCc1ccccc1Cn1cnc2c1c(=O)n(C)c(=O)n2C | 6 | -6 | -3 | 0 | 34 | -6 | / | 19 | -9 | -0.5 | 17
COC(=O)C1=C(C)N(c2ccccc2)C(=S)NC1c1ccccc1C(F)(F)F (configuration not stated) | -6 | -14 | 3 | -2 | 9 | 6 | -20 | 21 | 9 | 1.7 | 35
COc1cc(C(=O)Nc2ccc(C(C)=O)cc2)c(Br)c(OC)c1OC | 11 | -83 | -4 | 0 | -26 | -49 | -5 | -169 | -7 | -2.4 | -138
CCCn1c(-c2cccc(F)c2)nc2c1c(=O)[nH]c(=O)n2Cc1ccccc1 | -3 | 0 | -11 | 2 | 11 | 3 | -3 | 11 | -10 | 0.1 | 17
CCc1ccc(NC(=O)Cn2c(=O)n(CCCC(=O)NCc3ccco3)c(=O)c3ccccc32)cc1 | -4 | -13 | 1 | 4 | 9 | -2 | -1 | 7 | 2 | 2.3 | -2
CC1(C)Cc2c(cnn2-c2ccc(F)cc2)C(NC(=O)CCN2CCCCC2=O)C1 (configuration not stated) | 0 | -10 | 0 | / | -5 | -15 | -6 | -17 | 1 | 0.0 | -12
CCOC(=O)c1ccc(NCC(O)COc2ccccc2)cc1 (configuration not stated) | -1 | -14 | 10 | -3 | 2 | -1 | / | -3 | -10 | 4.5 | -5
COc1ccc(C2C(C(=O)c3ccco3)=C(O)C(=O)N2CCc2ccccc2)cc1OC (configuration not stated) | 4 | -6 | -4 | 6 | -37 | 1 | -5 | 5 | 7 | -0.9 | 1
O=C(NN1C(=O)c2ccc3c4c(ccc(c24)C1=O)CC3)c1ccc(Br)cc1 | 5 | 8 | 1 | -6 | -6 | 2 | -5 | 10 | -3 | 0.6 | 3
Cc1cccc(C)c1NC(=O)CNCC(=O)Nc1c(C)cccc1C | 13 | 1 | -2 | 4 | -14 | 2 | -3 | 1 | 10 | 0.3 | 0
CC(=O)c1ccc(Nc2nc(C)cc(C)n2)cc1 | 0 | -87 | -5 | -4 | -14 | -64 | -20 | -234 | -1 | -0.1 | -185
COCCN(C(=O)c1c(C)noc1C)c1c(N)n(CC(C)C)c(=O)[nH]c1=O | -5 | 9 | 7 | -1 | -8 | -6 | -4 | 7 | -7 | -0.4 | 7
COc1ccc(CN2CCCC(CO)(Cc3ccc(F)cc3)C2)c(OC)c1OC (configuration not stated) | -3 | 3 | -2 | 6 | 12 | 1 | -4 | 20 | 5 | 0.7 | -6
O=[N+]([O-])c1ccc(Cl)c(-c2ccc(/C=N/c3c(-c4ccco4)nc4ccccn34)o2)c1 | 2 | -16 | -7 | -3 | -25 | -12 | -4 | -25 | 10 | 1.3 | -45
COc1cccc2oc3ccc(C#CC4(N)CCCCC4)cc3c(=O)c12 | 4 | -26 | -2 | 4 | -90 | 23 | -5 | -167 | -32 | -5.5 | 60*
O=C(NCC1CCCO1)c1ccccc1 (configuration not stated) | -2 | -26 | -2 | -2 | -15 | 9 | -4 | 8 | 15 | -2.8 | -4
CC(Oc1ccc(-c2ccccc2)c(F)c1)c1ccn(S(=O)(=O)c2cccc3ccccc23)n1 (configuration not stated) | -5 | -4 | 3 | 2 | 45 | -2 | / | -53 | -15 | 6.5 | 0
Cc1cc(C)nc(SCc2nnc(SCC(=O)Nc3ncc(C)s3)n2Cc2ccco2)n1 | 1 | 21 | 5 | -2 | 2 | 8 | -5 | -4 | 3 | -0.1 | 11
OC[C@@H]1CN(Cc2ccc(-c3ccccc3)cc2)C[C@H](n2cnc3c(N4CCOCC4)ncnc32)O1 | 0 | 5 | 12 | / | 15 | / | 4 | 2 | -10 | -1.9 | 15
OC(CN1CCCCCC1)CN(c1ccccc1)c1ccccc1 (configuration not stated) | -3 | -1 | 5 | -2 | 34 | 2 | -7 | 14 | -16 | -0.5 | -4
CC1(C(=O)NS(=O)(=O)c2ccccc2)CCN1C(=O)c1ccccc1 (configuration not stated) | -3 | -10 | 3 | / | -2 | / | -17 | -1 | -4 | 3.4 | 9
N#Cc1ccsc1NC(=O)COC(=O)c1ccc(NC(N)=O)cc1 | 1 | -57 | 7 | 0 | -82 | -80 | -1 | -267 | -4 | 0.2 | -200
CN1CCN(CCC(=O)Nc2ccccc2)CC1 | 1 | -9 | 2 | 1 | -9 | 5 | -20 | 18 | 3 | -0.9 | 14
COc1ccc(C(=O)OC(C)CN2CCOCC2)cc1OC (configuration not stated) | 0 | 12 | -5 | 0 | -22 | 0 | / | 6 | 9 | 0.0 | 12
Cc1occc1-c1nnc(SCCCC(=O)c2ccc(F)cc2)n1C | -8 | -8 | 7 | -2 | 6 | 1 | -7 | 5 | -2 | -3.4 | 20
(more compounds)
SMILES | HTR2A ag | NR2E3 ag-1 | PDI turbidity | NR2E3 ag-2 | Shn3 3UTR inh | MITF TRPM1 inh | CaV13 FRET inh | HIF-2a inh | Cardio protect | hiPSC survival | Peg3 prom inh
CCOc1c(C)cnc2c1c(=O)n(Cc1ccccc1Cl)c(=O)n2C | 4 | -25 | -2 | 1 | 19 | 13 | -4 | 11 | -3 | -0.5 | 4
CCC(=O)Nc1cc2[nH]c(=O)cc(C)c2cc1C | 6 | -16 | 2 | 3 | -5 | -4 | 1 | 15 | 12 | 1.6 | 27
Cc1[nH]nc(SCC(=O)N2CCCC2)c1[N+](=O)[O-] | 2 | -54 | 4 | 2 | -2 | -10 | 4 | -22 | 2 | -0.5 | -10
COC(=O)[C@@]12CCCCN1[C@H](c1ccc(-c3ccccc3)cc1)[C@H]1C(=O)N(C)C(=O)[C@H]12 | 0 | -32 | -5 | 4 | 4 | 5 | -5 | -3 | 0 | 3.8 | 14
C[C@H](OC(=O)N1CCN(C(c2ccccc2)c2ccccc2)CC1)[C@@H]1O[C@@]2(C)CCC[C@H]1O2 | -7 | 2 | -40 | 1 | -3 | -6 | -10 | 17 | -7 | -3.6 | 14
CCCc1nc2sc3c(c2c(=O)n1NC(=O)c1ccco1)CC(C)(C)OC3 | 6 | 8 | -10 | 0 | 15 | -3 | -4 | 3 | 1 | 3.2 | -7
Cc1ccc(C(=O)N2CCN(c3ncc(C(F)(F)F)cc3Cl)CC2)s1 | 3 | -12 | 2 | / | 19 | -3 | / | -10 | -4 | -0.1 | -5
O=C(COC(=O)c1ccc(Cl)nc1)Nc1ccc(N2CCCCC2)cc1 | 0 | -22 | -2 | / | 7 | -9 | -6 | -61 | -2 | 1.6 | -37
COC(=O)c1nn(-c2ccc(-c3ccccc3)cc2)cc1O | -3 | 78* | -24 | 1 | 46 | 73* | -4 | -174 | -31 | -3.0 | -32
O=C(OCC(=O)N1CCc2ccccc21)c1cncc(Br)c1 | 3 | 12 | 10 | -2 | -8 | 9 | -5 | 3 | 7 | 2.0 | -16
COc1cc([N+](=O)[O-])cc2cc(C(=O)N3CCN=C3c3ccccc3)c(=O)oc12 | -1 | -39 | -5 | -2 | 1 | 18 | -17 | 7 | 17 | 1.2 | 12
COCC(C)NS(=O)(=O)c1ccc(C(=O)NC(Cc2ccccc2)c2ccccc2)cc1 (configuration not stated) | -7 | 10 | -5 | 1 | -5 | -5 | -3 | -2 | 0 | 1.8 | -5
Nc1cccc(C(=O)N/N=C/c2ccsc2)c1 | 2 | -33 | 0 | 2 | -9 | -22 | 13 | -31 | 2 | 0.2 | -34
COc1ccc(S(=O)(=O)N2CCCC(C(=O)N3CCOCC3)C2)cc1Cl (configuration not stated) | -1 | 23 | 2 | -1 | 11 | -18 | -5 | 14 | 1 | -0.5 | -1
CCOc1cccc2cc(C(=O)OCC(=O)Nc3c(C)cccc3CC)c(=O)oc12 | 6 | 8 | 1 | / | -43 | -73 | -6 | -111 | 7 | 0.2 | -192
CC1(C(=O)Nc2ccc3c(c2)OCO3)CCN1C(=O)Cc1cccs1 (configuration not stated) | 2 | -53 | 0 | / | -3 | / | -5 | -63 | 0 | 0.8 | -72
O=C(COC(=O)CCS(=O)(=O)c1ccc(Cl)cc1)NCCc1ccc(Cl)cc1Cl | 0 | 2 | 1 | -2 | 10 | 11 | -3 | 12 | 0 | -0.3 | 3
COCCNc1nc(NCc2ccc(NC(C)=O)cc2)c2sc(-c3ccccc3)cc2n1 | -10 | -13 | -8 | / | 32 | / | -5 | -28 | -28 | -4.9 | 25
O=C(Nc1ccc2c(c1)OCO2)C1CCCCN1S(=O)(=O)c1ccc(F)cc1 (configuration not stated) | -3 | -17 | -1 | 0 | -11 | 4 | -3 | -23 | 2 | -0.1 | -17
CC(=O)Nc1cc(C(=O)N2CCN(C)CC2)ccc1S(=O)(=O)c1ccc(C)cc1 | 9 | -11 | -2 | 3 | 10 | 10 | -5 | 18 | -5 | -0.8 | 9
CO/N=C(\C(=O)O)c1csc(NN=C(C)C)n1 | 2 | -61 | -3 | 1 | -16 | 7 | -7 | 13 | 2 | 0.9 | 8
CCC(=O)N1c2ccc(S(=O)(=O)CCC(=O)Nc3ccc(OC)cc3OC)cc2CC1C (configuration not stated) | 0 | -19 | -3 | -2 | -2 | -4 | -3 | 14 | 2 | -0.4 | 3
Cc1ccc(C(C)C)c(OCC(O)CN(C)Cc2ccccc2)c1 (configuration not stated) | -6 | -28 | 26 | -2 | 61 | 8 | -4 | 4 | -15 | -0.3 | 3

Laid out differently: 5 of the compounds above
Every second line gives: HTR2A ag, NR2E3 ag-1, PDI turbidity, NR2E3 ag-2, Shn3 3UTR inh, MITF TRPM1 inh, CaV13 FRET inh, HIF-2a inh, Cardio protect, hiPSC survival, Peg3 prom inh
N#Cc1ccsc1NC(=O)COC(=O)c1ccc(NC(N)=O)cc1
→ 1, -57, 7, 0, -82, -80, -1, -267, -4, 0.2, -200
COCCN(C(=O)c1c(C)noc1C)c1c(N)n(CC(C)C)c(=O)[nH]c1=O
→ -5, 9, 7, -1, -8, -6, -4, 7, -7, -0.4, 7
COc1cccc2oc3ccc(C#CC4(N)CCCCC4)cc3c(=O)c12
→ 4, -26, -2, 4, -90, 23, -5, -167, -32, -5.5, 60*
COc1ccc(C2C(C(=O)c3ccco3)=C(O)C(=O)N2CCc2ccccc2)cc1OC (configuration not stated)
→ 4, -6, -4, 6, -37, 1, -5, 5, 7, -0.9, 1
COCC(C)NS(=O)(=O)c1ccc(C(=O)NC(Cc2ccccc2)c2ccccc2)cc1 (configuration not stated)
→ -7, 10, -5, 1, -5, -5, -3, -2, 0, 1.8, -5

Screens deposited in PubChem by several laboratories.
